NR1D1 modulator – modulates human Rev-erb alpha binding to DNA; AID 1259318; actives 0.79% (n = 370,000); activity, % at 10 µM; Rev-erbα–FITC-DNA binding, fluorescence polarization, 90 min;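 active means activity above about 14%, limit read from the data; passing the limit was not always enough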;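 further: 0% = DMSO wells with 35 nM protein and 100% = DMSO wells with 750 nM protein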
PRMT1 inh – inhibitors of human PRMT1 | Q99873 | recombinant PRMT1, activity-based probe fluorescence polarization | inhibition, % at 2.79 µM | actives 1.3% (n = 370,000) | AID 652257;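 active means inhibition above about 21% made by adding two undisclosed values, limit read from the data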
TDP2 absorb – blocks human TDP2 phosphodiesterase activity; O95551; recombinant TDP2, T5PNP hydrolysis, p-nitrophenol absorbance 415 nm; inhibition, % at 12.8 µM; actives 0.34% (n = 370,000); AID 720702;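 active means inhibition above the mean of all tested compounds plus 3 SD, set per campaign, cut at about 25% in these data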;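 further: 0% = DMSO with enzyme and 100% = buffer with substrate but no TDP2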
Target sequence (O95551 whole entry, looked up): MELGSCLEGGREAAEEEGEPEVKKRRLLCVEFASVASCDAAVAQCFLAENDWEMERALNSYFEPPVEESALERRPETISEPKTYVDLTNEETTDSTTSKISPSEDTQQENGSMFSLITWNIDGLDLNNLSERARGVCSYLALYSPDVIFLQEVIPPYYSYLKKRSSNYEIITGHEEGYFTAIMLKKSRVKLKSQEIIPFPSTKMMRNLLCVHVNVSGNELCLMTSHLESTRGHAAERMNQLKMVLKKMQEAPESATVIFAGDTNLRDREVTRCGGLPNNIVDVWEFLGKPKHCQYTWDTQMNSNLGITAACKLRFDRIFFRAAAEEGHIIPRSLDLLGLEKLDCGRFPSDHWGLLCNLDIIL
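Assay system: Recombinant human TDP2 | Quantity: 120 nM TDP2 per well | Incubation: 2 h at 37 °C | Signal: Epi absorbance | Evaluation: Percent inhibition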
TCR CD3 inh – human TCR-CD3 binding inhibition; TAMRA-labeled TCR probe fluorescence, biochemical; inhibition, % at 9.4 µM; actives 0.37% (n = 360,000); AID 651800; in the data active means inhibition above about 19%;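 further: recombinant mutant TCR 2C K166C tagged with TAMRA read by polarization; 0% = receptor in buffer alone and 100% = receptor with positive control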
HTRA1 inhibitor – HTRA1 (human) protease inhibition. actives 0.5% (n = 340,000). recombinant HTRA1, FP-rhodamine activity-based probe, fluorescence polarization. inhibition, % at 5.96 µM. Q92743; in the data active means inhibition above about 36%;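 further: 0% = enzyme with DMSO and 100% = wells lacking enzyme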
SIAE inh – inhibitors of human sialic acid acetylesterase SIAE | SIAE FP-Rh probe binding, fluorescence polarization | inhibition, % at 9.66 µM | actives 0.69% (n = 370,000) | AID 1053197;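 active means inhibition above a cutoff: mean of compounds within the control limits plus 3 SD of those, cut at about 17% in these data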;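 further: 0% = plate median of compound wells and 100% = probe without SIAE protein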
mABHD4 FP – inhibits mouse alpha/beta hydrolase domain 4; AID 720543; actives 0.54% (n = 370,000); inhibition, % at 8.92 µM; Q8VD66; purified mABHD4, FP-Rh probe fluorescence polarization;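 active means inhibition exceeding the mean over every tested compound plus 3 SD, cut at about 30% in these data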;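 further: 0% = plate median of compound wells and 100% = S159A mutant with DMSO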
Target sequence (Q8VD66 whole entry, looked up, the tested form may be a part): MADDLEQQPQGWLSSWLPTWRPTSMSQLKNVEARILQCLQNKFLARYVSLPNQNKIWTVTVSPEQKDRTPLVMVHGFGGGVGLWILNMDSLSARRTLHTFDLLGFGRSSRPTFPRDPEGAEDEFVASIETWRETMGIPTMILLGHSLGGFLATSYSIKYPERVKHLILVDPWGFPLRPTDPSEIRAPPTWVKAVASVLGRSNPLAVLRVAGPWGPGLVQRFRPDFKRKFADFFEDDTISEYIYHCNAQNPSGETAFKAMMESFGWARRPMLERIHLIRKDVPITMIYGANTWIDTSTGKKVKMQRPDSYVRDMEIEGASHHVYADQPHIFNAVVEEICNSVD
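Assay system: Wild-type mouse ABHD4 protein | Medium: HEPES pH 7.0 buffer, 150 mM NaCl, 0.01% Pluronic F-127 | Incubation: Enzyme–compound pre-incubation 45 min, then probe 60 min, both 25 °C | Technique: Fluorescence polarization with parallel and perpendicular emission, 525/598 nm | Evaluation: % inhibition of FP-Rh probe binding versus controls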
LEDGF integ inh – blocks HIV-1 LEDGF/p75-dependent DNA integration | AID 743269 | actives 0.64% (n = 370,000) | inhibition, % at 3.7 µM | TR-FRET IN-LEDGF/p75 DNA integration, Eu/Cy5;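 active means inhibition above the screen-wide mean plus 3 SD, cut at about 13% in these data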;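 further: signal is the Cy5 over europium emission ratio at 671 and 618 nm; 0% = plate median of compound wells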
rCAG RNA binder – molecules binding r(CAG) RNA repeats. r(CAG) RNA repeat, TO-PRO-1 dye displacement fluorescence. inhibition, % at 3 µM. actives 1.3% (n = 370,000). AID 651821;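 active means inhibition above the plate cutoff, the mean of all test compounds on that plate plus 3 SD, cut at about 35% in these data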;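 further: 0% = DMSO alone and 100% = 100 µM mitoxantrone as full dye displacement; higher means more dye released from RNA so lower well fluorescence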
PG9 binder – PG9 antibody binding by small molecule. AID 624416. actives 0.43% (n = 360,000). TR-FRET gp120-PG9 antibody binding. inhibition, % at 6.7 µM; in the data active means inhibition above about 8.5%
* marks the source's active call; other numbers are inactive results; . = not tested or not shown. An excerpt; rates above refer to the full screens.

SMILES	NR1D1 modulator	PRMT1 inh	TDP2 absorb	TCR CD3 inh	HTRA1 inhibitor	SIAE inh	mABHD4 FP	LEDGF integ inh	rCAG RNA binder	PG9 binder
CC1(Cc2ccc(C(F)(F)F)nc2)C(=O)Nc2cc(-c3ccccc3Cl)ccc21 (stereo unspecified)	10	0	-1	-3	.	-5	-9	-7	3	0.1
Cc1cc(C)cc(OCC(=O)OCC(=O)N2CCc3ccccc32)c1	2	0	6	-4	-10	-1	1	-2	-2	3.7
CCN(CC)CCN1C(=O)C2C(C(=O)Nc3cc(C)cc(C)c3)C3C=CC2(O3)C1C(=O)NC1CCCCC1 (stereo unspecified)	-5	0	22	3	0	7	-8	1	-4	-2.4
CCC(C)NS(=O)(=O)c1ccc(OCC(=O)Nc2ccc3c(c2)OCCO3)cc1 (stereo unspecified)	0	-2	6	1	-3	-3	-2	-5	-4	0.5
Cc1[nH]nc2oc(=O)c(CCO)c(C)c12	2	-2	-23	-5	1	-6	-11	1	4	0.5
CCOC(CNC(=O)C(=O)Nc1cc2c3c(c1)CCN3C(=O)CC2)OCC	-9	0	4	5	5	-2	-1	0	-2	0.3
Cc1onc(-c2ccccc2)c1C(=O)NNC(=O)c1ccccc1O	-2	8	-7	18	30	9	17	-10	2	0.6
Cc1csc(NC(=O)Cc2ccc(F)cc2)n1	-3	2	13	9	3	2	-2	-1	3	-1.4
N=c1c(S(=O)(=O)c2ccc(Br)cc2)cc2c(=O)n3ccccc3nc2n1C1CCCCC1	3	6	4	1	-3	-5	-2	-2	0	0.4
CC(C)=CCc1cc(-c2oc3cc(O)cc(O)c3c(=O)c2O)ccc1O	-4	-3	-5	10	12	23*	15	4	44*	-1.3
O=C(CSc1nnc(COc2ccccc2)o1)N1CCN(c2ccccc2)CC1	3	0	-8	2	-2	4	3	0	-5	0.6
CC(C)Cn1c(-c2ccco2)csc1=Nc1cccnc1	4	4	2	4	-11	1	9	0	14	-0.8
O=C(O)c1ccccc1-c1nnc2c(Cl)cc(C(F)(F)F)cn12	6	5	-7	-7	-4	-2	-5	-5	1	2.0
CN(Cc1ccco1)C(=O)c1cc2c(s1)-c1ccc(Cl)cc1S(=O)(=O)C2	0	0	6	2	5	1	8	0	2	-1.6
O=C(COc1ccccc1F)Nc1nnc(-c2ccncc2)s1	2	-2	-4	-3	3	2	-1	-3	5	-0.6
O=C(Oc1ccnc2cc(Cl)ccc12)N1CCOCC1	1	-3	-24	-6	12	0	-5	4	0	-1.6
Cc1ccc(NC(=O)C2Oc3ccccc3OC2C)cc1 (stereo unspecified)	-1	-2	2	-4	-9	-2	1	-5	-2	1.1
O=S(=O)(NC(=NCCc1ccc(Cl)cc1)c1ccccc1Cl)c1cccs1	-3	-1	-8	0	-22	9	-4	0	2	0.8
CC1NC(=O)c2cccnc2-n2c1nc1cc(F)c(F)cc1c2=O (stereo unspecified)	-7	-3	-2	-3	-8	7	5	0	-1	-0.1
COc1ccc(C(C)(C)C)cc1NC(=O)C1C2C=CC(C2)C1C(=O)O (stereo unspecified)	-1	4	-1	-2	-2	3	5	-4	-2	-1.4
COc1cccc(C(=O)CN(C(=O)c2ccc(Cl)c(Cl)c2)N2C(=O)c3ccccc3C2=O)c1	3	-2	1	3	-14	-1	-1	3	25	-1.4
COc1ccc2c(c1)NC(c1cc(Cl)cc(Cl)c1O)c1cccn1-2 (stereo unspecified)	2	2	-10	2	-5	-7	0	-2	7	1.8
CCNS(=O)(=O)c1ccc(CCC(=O)N2CCN(c3cccc(Cl)c3)CC2)cc1	2	-8	0	8	-5	3	-4	-3	2	0.4
CCc1ccc(NC(=O)NCCN2CCCCC2)cc1	0	2	-7	1	2	2	0	-3	-2	0.6
COc1cc(C(=O)NNC(=S)NC(=O)/C=C/c2ccccc2)cc(OC)c1OC	-4	-4	2	0	-1	-4	1	-2	15	2.0
CC1CC(C)(C)NC(=S)N1CC(=O)N1CCN(Cc2ccccc2)CC1 (stereo unspecified)	-5	0	8	9	7	3	-2	3	-6	1.1
COc1ccc(C(=O)NNC(=S)Nc2ccccc2)cc1	1	-3	-6	4	3	8	-1	8	0	0.1
O=C(NCCC1=CCCCC1)C1CCN(S(=O)(=O)c2cnc[nH]2)CC1	0	-1	2	2	7	-4	4	0	1	0.8
CO[C@@H]1CN(C)C(=O)c2cc(NC(=O)NC3CCCCC3)ccc2OC[C@@H](C)N(CCc2ccccc2)C[C@@H]1C	6	2	-2	1	.	-3	-1	-1	1	0.8
N#Cc1ccc(Cl)cc1NC(=O)COC(=O)c1ccc2c(c1)OCCO2	2	2	-6	-3	2	-2	-9	1	8	50*
CC(Sc1nc2nn(-c3ccccc3)c(=O)c-2c2n1CCCCC2)C(N)=O (stereo unspecified)	8	-2	0	6	2	4	-5	-1	2	-4.4
Cc1ccc(/C=N/N2CCN(c3ccccn3)CC2)cc1	1	-5	-16	-3	7	3	-5	3	-3	0.5
C=CC[N+]1(CC=C)CCOCC1	7	2	15	-2	2	-3	6	-1	2	2.6
Cn1c(N)c(C(=O)COC(=O)C2CCCC2)c(=O)n(C)c1=O	-4	5	13	2	2	4	-8	3	-2	-1.0
COc1ccc(OC)c(C(=O)c2coc3ccc(OC(C)=O)cc23)c1	1	-5	10	7	5	8	-2	3	-6	0.2
O=C(OCC(=O)N1CCCc2ccccc21)c1ccc(Cl)nc1	4	0	-3	0	2	-7	-1	-1	-4	-0.5
CC1=C(C(=O)N(C)C)CC(CC(=O)NCCc2ccccn2)C(=O)N1Cc1ccc(F)cc1 (stereo unspecified)	0	-1	1	2	7	11	4	4	2	-1.1
COc1cc(Cl)c(C)cc1NC(=O)[C@@H]1CCCN1C(=O)c1cccs1	1	1	-1	-3	-3	6	8	-3	3	0.2
CC(C)Oc1cccc(NC(=O)C2(C)CCN2C(C)C)c1 (stereo unspecified)	-2	-1	-1	0	.	6	2	-1	-1	0.5
NS(=O)(=O)c1cccc(NC(=O)CSc2nnc3n2CCCCC3)c1	2	-1	-9	4	2	-11	2	4	0	-0.8
Cc1cc(/C(N)=N/OC(=O)c2cccc(Cl)c2)no1	-5	0	8	3	.	-4	-8	1	-3	-0.4
CCCCc1nc(SCCN2CCOCC2)c2c(=O)n(C)c(=O)n(C)c2n1	-8	-4	4	12	8	0	-2	3	-5	-1.4
CCOc1ccc(NS(=O)(=O)c2ccc(C(=O)NCC(c3ccc(OC)cc3)N3CCCC3)cc2)cc1 (stereo unspecified)	-5	0	4	5	-1	0	2	-3	-1	-0.5
CC(=O)Nc1ccc2c(c1)N(C(=O)CN(C)C)c1ccccc1CC2	6	9	0	-3	9	-3	-8	4	0	-0.7
COC(=O)CCCn1cc(CN2CC(N(C)C)CS2(=O)=O)nn1 (stereo unspecified)	4	1	5	-8	.	2	0	0	2	-0.9
COC(=O)c1cc(OC)c(OC)cc1NC(=O)CCc1ccc(C)o1	-3	0	-4	3	5	0	-3	-1	-6	-0.6
Cc1c(C(=O)OCC2CCCO2)[nH]c2c1C(=O)CC(c1ccc(N(C)C)cc1)C2 (stereo unspecified)	-3	-3	-1	-3	-10	7	-16	0	5	-1.9
CCn1nc(C)c(/C=N/NC(=O)Cn2nnc(N)n2)c1C	0	0	-6	-1	4	1	6	-4	-3	-0.8
CC1CCCCC12NC(=O)N(CC(=O)Nc1ccc3c(c1)OCO3)C2=O (stereo unspecified)	0	3	2	-2	-1	0	-5	-3	4	-0.2
O=C(NCCCn1cccn1)C1CCC(=O)N(CCc2ccccc2)C1 (stereo unspecified)	-1	-3	-10	4	-8	2	-10	-2	-3	-2.6

Some of these compounds in order of heavy-atom count, smallest number first.
SMILES	NR1D1 modulator	PRMT1 inh	TDP2 absorb	TCR CD3 inh	HTRA1 inhibitor	SIAE inh	mABHD4 FP	LEDGF integ inh	rCAG RNA binder	PG9 binder
Cc1cc(/C(N)=N/OC(=O)c2cccc(Cl)c2)no1	-5	0	8	3	.	-4	-8	1	-3	-0.4
CCn1nc(C)c(/C=N/NC(=O)Cn2nnc(N)n2)c1C	0	0	-6	-1	4	1	6	-4	-3	-0.8
COC(=O)CCCn1cc(CN2CC(N(C)C)CS2(=O)=O)nn1 (stereo unspecified)	4	1	5	-8	.	2	0	0	2	-0.9
COC(=O)c1cc(OC)c(OC)cc1NC(=O)CCc1ccc(C)o1	-3	0	-4	3	5	0	-3	-1	-6	-0.6
CC1CCCCC12NC(=O)N(CC(=O)Nc1ccc3c(c1)OCO3)C2=O (stereo unspecified)	0	3	2	-2	-1	0	-5	-3	4	-0.2
CCCCc1nc(SCCN2CCOCC2)c2c(=O)n(C)c(=O)n(C)c2n1	-8	-4	4	12	8	0	-2	3	-5	-1.4
Cc1c(C(=O)OCC2CCCO2)[nH]c2c1C(=O)CC(c1ccc(N(C)C)cc1)C2 (stereo unspecified)	-3	-3	-1	-3	-10	7	-16	0	5	-1.9
CC1=C(C(=O)N(C)C)CC(CC(=O)NCCc2ccccn2)C(=O)N1Cc1ccc(F)cc1 (stereo unspecified)	0	-1	1	2	7	11	4	4	2	-1.1
CCOc1ccc(NS(=O)(=O)c2ccc(C(=O)NCC(c3ccc(OC)cc3)N3CCCC3)cc2)cc1 (stereo unspecified)	-5	0	4	5	-1	0	2	-3	-1	-0.5

(cont.)
SMILES	NR1D1 modulator	PRMT1 inh	TDP2 absorb	TCR CD3 inh	HTRA1 inhibitor	SIAE inh	mABHD4 FP	LEDGF integ inh	rCAG RNA binder	PG9 binder
Cc1ccc(-c2c(C(=O)Nc3ccccc3C)c(C)[nH]c(=S)c2C#N)o1	5	34*	-4	-9	.	-12	2	5	25	15*
CCCNC(=O)COC(=O)c1ccc(Cl)c(S(=O)(=O)N2CCCC2)c1	1	2	4	11	8	7	3	0	0	0.2
COc1ccc(C(CC(=O)N2CCCC(C)C2)c2c(OC)cc(OC)c3c(-c4ccccc4)cc(=O)oc23)cc1 (stereo unspecified)	-19	2	-11	-4	-81	-8	-7	1	13	-1.8
Cc1ccc(C)c(C(=O)N2CCC(n3nccc3NC(=O)C3CC3)CC2)c1	-3	-2	2	2	1	-5	0	2	-3	-1.8
COc1c(Cl)cc(Cl)cc1C(=O)Nc1ccc(C(=O)O)cc1	-6	0	-7	2	-1	-8	-19	0	2	1.3

Screens deposited in PubChem by several laboratories.
